# Compound activity deposited in PubChem by National Center for Advancing Translational Sciences (NCATS).
# POLB inh = qHTS Assay for Inhibitors of DNA Polymerase Beta. P06746. Pol beta primer extension/strand displacement, fluorescence kinetic. Potency, µM (top dose mostly 114 µM), for inactives: at the top dose activity change, negative = inhibition, most hits filed as inhibitors. actives 1.3% (n = 340,000). AID 485314, 2010; also: potency is read from the fitted curve at half-maximal effect; % is scaled to controls: 0 for no effect and ±100 for the full control effect
#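 10 nM enzyme + cpd, 15 min RT; start with substrate 50 nM final; read 0 min and after 10 min RT. Corrected, normalized data; 4-parameter Hill curve fit.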
# LDHA inh = qHTS assay for inhibitors of human lactate dehydrogenase; activity change, % (values are at about 110 or 230 µM); L-lactate dehydrogenase A chain (Homo sapiens), P00338; AID 1347041, 2019; purified LDHA, NADH/diaphorase-resazurin fluorescence; active compounds read low; actives 0.15% (n = 480,000); in the data active = activity change below about -30%; inconclusive = mostly about -25% to -30%;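 also: plate controls were DMSO wells for no effect and wells without enzyme for full effect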
#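 Enzyme activity of human lactate dehydrogenase 5 (2 nM; 0.06 mM NADH, 0.2 mM pyruvate, 5 min, RT) is measured via a resazurin/diaphorase fluorescence readout of residual NADH.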
# RGS4 inhibitor = Inhibitors of Regulator of G Protein Signaling (RGS) 4: qHTS | actives 0.039% (n = 390,000) | AID 504845, 2011 | Regulator of G-protein signaling 4 (Homo sapiens), P49798 | Transcreener GDP fluorescence polarization, RGS4-accelerated GTP hydrolysis | Potency, µM (titrated, usually from 114 µM), for inactives: top-dose activity change, negative = inhibition, actives largely listed as inhibitors; also: potency is read from the fitted curve at half-maximal effect; % is scaled to controls: 0 for no effect and ±100 for the full control effect; nearly all actives have a fitted effect of over 75% in size; some results filed as inactive show a strong effect at the top dose
# Target sequence (P49798 whole entry, looked up): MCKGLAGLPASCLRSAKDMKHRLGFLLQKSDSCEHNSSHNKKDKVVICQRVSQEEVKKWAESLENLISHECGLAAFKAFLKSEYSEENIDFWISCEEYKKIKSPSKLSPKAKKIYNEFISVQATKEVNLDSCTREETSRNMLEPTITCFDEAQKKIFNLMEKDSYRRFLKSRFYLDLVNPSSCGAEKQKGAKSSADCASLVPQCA
#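 MLSMR compounds (23 nl, pin-transferred) preincubated 10 min at room temperature with a 500nM (2x) first reagent, then RGS4 at 900nM (2x) plus Transcreener GDP mix added; fluorescence polarization (620/688 nm) read before and after 90 min at 30 °C.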
# POLK inh = qHTS for Inhibitors of Polymerase Kappa | DNA polymerase kappa (Homo sapiens), Q9UBT6 | purified Pol kappa, fluorescent DNA synthesis assay, 10 min | Potency, µM (top dose mostly 107 µM), for the others: at the highest dose activity, negative = inhibition, hits mostly inhibitors | actives 0.53% (n = 400,000) | AID 588579, 2011; also: potency is read from the fitted curve at half-maximal effect; % is scaled to controls: 0 for no effect and ±100 for the full control effect
# Target sequence (Q9UBT6 whole entry, looked up): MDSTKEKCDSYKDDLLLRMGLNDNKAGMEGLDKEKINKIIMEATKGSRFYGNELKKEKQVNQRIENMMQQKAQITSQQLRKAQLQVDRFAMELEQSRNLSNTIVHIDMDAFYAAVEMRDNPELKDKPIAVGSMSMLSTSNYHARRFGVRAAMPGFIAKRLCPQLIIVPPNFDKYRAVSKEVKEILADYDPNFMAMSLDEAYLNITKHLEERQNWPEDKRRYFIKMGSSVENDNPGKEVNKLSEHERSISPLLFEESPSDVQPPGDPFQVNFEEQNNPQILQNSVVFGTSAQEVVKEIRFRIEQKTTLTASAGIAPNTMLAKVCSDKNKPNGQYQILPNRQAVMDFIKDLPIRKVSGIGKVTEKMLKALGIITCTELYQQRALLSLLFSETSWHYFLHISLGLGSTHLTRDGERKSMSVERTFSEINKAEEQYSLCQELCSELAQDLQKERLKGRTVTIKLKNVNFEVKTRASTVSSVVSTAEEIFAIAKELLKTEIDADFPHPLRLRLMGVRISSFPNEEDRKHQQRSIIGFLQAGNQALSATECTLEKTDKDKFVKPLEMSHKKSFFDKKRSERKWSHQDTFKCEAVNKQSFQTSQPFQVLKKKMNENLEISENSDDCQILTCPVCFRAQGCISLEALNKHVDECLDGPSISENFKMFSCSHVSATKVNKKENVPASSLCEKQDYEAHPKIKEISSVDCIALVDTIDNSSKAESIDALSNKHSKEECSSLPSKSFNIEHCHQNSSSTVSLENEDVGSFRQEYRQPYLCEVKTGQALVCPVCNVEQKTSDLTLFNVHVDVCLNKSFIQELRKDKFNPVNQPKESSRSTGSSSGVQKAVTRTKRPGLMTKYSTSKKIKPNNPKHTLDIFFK
#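 10 nM Pol kappa was preincubated with compounds for 15 min at room temperature. Reaction started with 50 nM (final) substrate. Fluorescence read kinetically at 0 and 10 min.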
# Apoferritin bind = qHTS Assay for Identification of Novel General Anesthetics; apoferritin/1-aminoanthracene competitive binding, fluorescence; Potency, µM (titrated, usually from 77.5 µM), inactives show top-dose activity change, negative = displacement, most hits filed as inhibitors; AID 485281, 2010; actives 0.074% (n = 350,000); also: potency is read from the fitted curve at half-maximal effect; % is scaled to controls: 0 for no effect and ±100 for the full control effect; nearly all actives have a fitted effect of over 20% in size
#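 10 uM apoferritin + 50% sat. 1-AMA, PBS; cpd 10 min RT; Ex380/Em535 endpoint; normalized to free probe vs complex; 4-param Hill fit; propofol titration as pos. ctrl.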
# Pol eta inh = qHTS for Inhibitors of Polymerase Eta | DNA polymerase eta (Homo sapiens), Q9Y253 | recombinant Pol eta, fluorescent DNA replication assay | Potency, µM (titrated, usually from 114 µM), for inactives: top-dose activity change, negative = inhibition, most hits filed as inhibitors | actives 1.2% (n = 390,000); also: potency is read from the fitted curve at half-maximal effect; % is scaled to controls: 0 for no effect and ±100 for the full control effect
#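 Pol eta at 10 nM preincubated with compounds 15 min at room temperature; reaction started with fluorescent substrate (50 nM final) and read kinetically at 0 and 10 min.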
# APE1 inh = qHTS Assay for Inhibitors of the Human Apurinic/apyrimidinic Endonuclease 1 (APE1). recombinant APE1, TAMRA/BHQ-2 abasic DNA cleavage fluorescence. Potency, µM (series often up to 65.8 µM), for inactives: at the top dose activity change, negative = inhibition, hits mostly inhibitors. actives 0.35% (n = 350,000);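 also: potency is read from the fitted curve at half-maximal effect; plate controls were vehicle for no effect and reference inhibitor for full effect; nearly all actives have a fitted effect of over 55% in size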
#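 Measures dequenching upon AP-site incision of a 5'-TAMRA/3'-BHQ-2 THF-containing duplex, 50 nM; human APE1 0.75 nM after 15 min room-temperature exposure to compound; kinetic three-point read at one-minute spacing.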
# ALOX12 inh = Primary qHTS assay for inhibitors of human arachidonate 12S-lipoxygenase (ALOX12): Round 2 | actives 1.1% (n = 580,000) | AID 1671190, 2021 | Potency, µM (titrated, usually from 108 µM), for inactives: top-dose activity change, negative = inhibition, most hits filed as inhibitors | purified 12hLO, xylenol orange hydroperoxide absorbance; also: potency is read from the fitted curve at half-maximal effect; % is scaled to controls: 0 for no effect and ±100 for the full control effect
#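 Purified human 12hLO (150 nM final) in 25 mM Hepes, 0.01% Triton X-100, pH 7.0 was preincubated 15 min at room temperature with compound. Then 40 uM arachidonic acid was added, 30 min. Hydroperoxide was read by Fe-XO absorbance ratio 573/405 nm.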
# ERG Ets-DNA blk = qHTS for Small Molecule Inhibitors of the ERG Ets/DNA interaction; Potency, µM (titrated, usually from 76.9 µM), for the others: top-dose FP activity, negative = inhibition, most hits filed as inhibitors; fluorescence polarization, His-ERG Ets domain / labelled DNA; Transcriptional regulator ERG (Homo sapiens), P11308; actives 0.028% (n = 370,000); active = well fitted inhibition curve with a large enough effect in the polarisation, with a control signal flat; inconclusive = small, poorly fitted or top-dose-only effect, or effect the other way, or a change in a side signal; inactive = no such curve, though single readings can be large or run the other way; the % refers to the polarisation;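 also: polarization taken with two DNA probes labelled with fluorescein and Texas red; potency is read from the fitted curve at half-maximal effect; % of control where 0% means no effect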
#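 His-tagged ERG Ets domain (1 uM in the protein solution; 300mM KCl, 50mM Tris-HCl, 1mM EDTA, 1mM DTT, pH 7.5) received compound, then a probe mix of 5 nM fluorescein-DNA and 100nM Texas-615-DNA. Fluorescence polarization was read for both dyes.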
# * = called active by the depositor; ? = inconclusive; · = no result given; & = joins results of further samples; [ ] = remark or other dose. Unless noted, calls follow the shape of the dose curve; as a rule, active = well fitted curve in the direction sought with a large enough effect; inconclusive = small, poorly fitted or top-dose-only effect, or another doubt; inactive = no such curve, though single readings can be large; an effect the other way counts as inactive or inconclusive.
structure	POLB inh	LDHA inh	RGS4 inhibitor	POLK inh	Apoferritin bind	Pol eta inh	APE1 inh	ALOX12 inh	ERG Ets-DNA blk
O=C(NCCN1CCC(Cc2ccccc2)CC1)C1CCN(S(=O)(=O)N2CCC3(CC2)OCCO3)CC1	0%	-6	-12%[56.9 µM]	-7%	-2%	-10%	5%	0%	4%
O=C(Nc1ccc(N2CCOCC2)c(F)c1)c1cccs1	0%	-5	-8%	1%	-8%	-11%	9%	104%[activator]	4%
COc1ccc(S(=O)(=O)n2ccnc2)c2cccnc12	2%	1	15%	-3%	2%	8%	-5%	?	-7%
COc1cc(C(=O)NCc2cccc3ccccc23)cc(Cl)c1OC	0%	-8	6%	-1%	-4%	-4%	-1%	-2%	-12%
COc1ccccc1N(C)S(=O)(=O)c1ccc(C(=O)NCCc2ccc(F)cc2)cc1	18%	0	10%	-2%	-2%	-24%	19%	3%	1%
COc1cc(CNS(=O)(=O)CCl)cc(OC)c1OC	·	0	5%	0%&-9%	·	-8%	5%	-1%	-7%
Cc1ccc(NC(=O)CSc2n[nH]c(-c3ccccn3)n2)cc1	0%	10	-12%	1%	-5%	-14%	73%[activator][12.4 µM]	4%	-4%
COc1ccc(C2c3c(c(C)c(C)oc3=O)Oc3c(C)c(C)oc(=O)c32)cc1	·	0	4%	3%	·	-10%	25%	-3%	-15%
CN(Cc1ccc(F)cc1)C(=O)c1cccc(OC2CCN(C3CCCC3)CC2)c1	-1%	-1	16%	-2%	-13%	-24%	1%	-2%	-6%
COc1ccc(-c2nc(C)c(CCNC(=O)c3cccs3)s2)cc1	-8%	-1	-2%	-6%[60.1 µM]	-5%	-5%	·	-14%	-7%
C=CCn1c(C)cc(C(=O)COC(=O)[C@@H](NC(=O)c2ccccc2Cl)C(C)C)c1C	5%	-5	20%	-4%	-15%	-22%	4%	-15%	2%
CCOc1ccc(C(C)=O)cc1COC(=O)c1ccccc1C(=O)N(C)Cc1ccccc1	·	-5	-38%	-9%	·	-12%	-8%	3%	6%
CCN(CC)C(=O)c1[nH]cnc1C(=O)N[C@@H](Cc1ccccc1)C(=O)OC(C)(C)C	9%	-2	9%	-2%	-16%	3%	48%[activator]	12%	0%
CCOc1ccc(C(=O)N2CCN(CCc3ccccc3)CC2)cc1OCC	-19%	-2	6%	-9%	0%	-4%	5%	0%	0%
COc1cc([C@H]2[C@@H]3CCCC[C@]3(O)CCN2CC(=O)Nc2ccc(C)cc2)ccc1O	-15%	-2	-14%	-20%	-17%	-13%	-1%	-16%	0%
Cc1cc(C)n(-c2ccc(C(=O)Nc3cccc(S(=O)(=O)N(C)C)c3)cc2)n1	-2%	-3	15%	-14%	?	-9%	-3%	-1%	20%
Cc1cc(C)cc(NC(=O)CN2CCCN(S(=O)(=O)c3ccc(Br)s3)CC2)c1	-14%	9	7%	-2%	-7%	-12%	4%	-15%	-7%
CC(=O)Nc1ccc(NC(=O)C2CCCN2C(=O)Nc2cccc(F)c2)cc1 (centres undefined)	-27%	1	-3%	-6%	-3%	-2%	42%	11%	-1%
COC(=O)c1[nH]c2cc(OC)ccc2c1NC(=O)c1c(F)cccc1F	5%	-5	8%	0%	12%	-8%	?	327%[activator]	-7%
CCOC(=O)N1CCN(C(=O)COc2cccc3c2CCN(Cc2cccc(C)c2)C3=O)CC1	17%	-3	-19%	-3%	-3%	?	29%	-14%	-10%
Cc1ccccc1Oc1cc(NC(=O)Cn2cnc([N+](=O)[O-])c2)cc([N+](=O)[O-])c1	?	-8	17%	-14%	?	-12%	16%	-5%	-1%
O=C(O)C1CC=CCC1C(=O)Nc1ccccc1C(=O)N1CCN(c2ccc(Cl)cc2)CC1 (centres undefined)	24%	-4	0%	-16%	-6%	11%	0%	-10%	-4%
Cc1ccc(OC(C)C(=O)Nc2ccc(S(=O)(=O)N3CCOCC3)cc2)cc1 (centres undefined)	-25%	-3	-8%	-11%	?	-11%	-6%	-4%	0%
O=C(O)Cn1c(=O)n(Cc2ccccc2)c2ccccc21	1%	-14	30%	-3%	-5%	-6%	-9%	0%	-14%
CCOC(=O)c1sc2ccccc2c1S(=O)(=O)N1CCN(c2ccccc2F)CC1	3%	-2	-45%	0%	0%	-16%	·	?	-2%
COc1ccc(C(=O)NCC(=O)OCc2ccc(F)cc2)cc1	-1%	-9	29%	6%	-6%	-2%	5%	0%	-14%
OC(CC#CCN1CCOCC1)(c1ccccc1)c1ccccc1	1%	-4	-15%	-5%	-6%	-20%	3%	-20%	4%
COc1ccc(N(C(=O)c2cnccn2)C(C(=O)NC2CCCCC2)c2ccc(Cl)cc2)cc1 (centres undefined)	·	-9	-3%	-2%	·	-4%	·	6%	2%
CC(C)(C)C1CCC(OCC(O)CN2CCN(c3ccccn3)CC2)CC1 (centres undefined)	-12%	-2	-16%	-8%	-16%	-13%	0%	?	-6%
CC(C)OC(=O)CSc1nnc(COc2ccc([N+](=O)[O-])cc2)n1C	-2%	-1	-5%	-6%	-8%	8%	-3%	-6%	6%
O=C1c2cccnc2C(Nc2ccc(F)c(Cl)c2)N1Cc1cccs1 (centres undefined)	-11%	-3	26%	8%[60.1 µM]	-11%	5%	9%	-13%	3%
Nc1nc2ncc(C(=O)c3cc(F)ccc3O)cc2s1	25%	-3	-12%	-1%	-2%	-17%	-1%	0%	-7%
CC(Oc1ccc(F)cc1)C(=O)Nc1cc(-c2ccc(F)c(F)c2)no1 (centres undefined)	-24%	3	-11%	1%	43%[activator]	·	·	-14%	6%
CCCn1c(C(CO)Nc2nc(C)cs2)nc2ccccc21 (centres undefined)	62%	3	-13%	7%	3%	2%	22%	0%	-1%
COc1cc(C(=O)N2CCCN(c3nc4cc(C)ccc4cc3C#N)CC2)cc(OC)c1OC	2%	-12	7%	-1%	4%	-3%	-4%	-17%	4%
C(#CCN1CCOCC1)COC(c1ccccc1)c1ccccc1	-11%	-1&-4	-51%	-7%	-4%	9%	-2%	63%&142%[activator]	3%

# 8 entries from above, set out differently.
# Each structure is followed by: POLB inh | LDHA inh | RGS4 inhibitor | POLK inh | Apoferritin bind | Pol eta inh | APE1 inh | ALOX12 inh | ERG Ets-DNA blk
O=C(NCCN1CCC(Cc2ccccc2)CC1)C1CCN(S(=O)(=O)N2CCC3(CC2)OCCO3)CC1
    0% | -6 | -12%[56.9 µM] | -7% | -2% | -10% | 5% | 0% | 4%
O=C(Nc1ccc(N2CCOCC2)c(F)c1)c1cccs1
    0% | -5 | -8% | 1% | -8% | -11% | 9% | 104%[activator] | 4%
COc1ccc(S(=O)(=O)n2ccnc2)c2cccnc12
    2% | 1 | 15% | -3% | 2% | 8% | -5% | ? | -7%
COc1cc(C(=O)NCc2cccc3ccccc23)cc(Cl)c1OC
    0% | -8 | 6% | -1% | -4% | -4% | -1% | -2% | -12%
COc1ccccc1N(C)S(=O)(=O)c1ccc(C(=O)NCCc2ccc(F)cc2)cc1
    18% | 0 | 10% | -2% | -2% | -24% | 19% | 3% | 1%
COc1cc(CNS(=O)(=O)CCl)cc(OC)c1OC
    · | 0 | 5% | 0%&-9% | · | -8% | 5% | -1% | -7%
Cc1ccc(NC(=O)CSc2n[nH]c(-c3ccccn3)n2)cc1
    0% | 10 | -12% | 1% | -5% | -14% | 73%[activator][12.4 µM] | 4% | -4%
COc1ccc(C2c3c(c(C)c(C)oc3=O)Oc3c(C)c(C)oc(=O)c32)cc1
    · | 0 | 4% | 3% | · | -10% | 25% | -3% | -15%

# Next results follow.
structure	POLB inh	LDHA inh	RGS4 inhibitor	POLK inh	Apoferritin bind	Pol eta inh	APE1 inh	ALOX12 inh	ERG Ets-DNA blk
C/C(=N\NC(=O)c1nnn(-c2nonc2N)c1CSc1ccccc1)c1ccc2c(c1)OCO2	6%	-7	3%	-7%	-2%	-16%	10%	-20%	4%
COc1ccc(N2CCN(C3C(=O)c4ccccc4N3C(C)=O)CC2)cc1 (centres undefined)	6%	2	6%	-4%	-8%	-13%	·	-28%	0%
COc1cc(OC)cc(C(=O)N[C@H](C(=O)NCCc2ccc(S(N)(=O)=O)cc2)C(C)C)c1	16%	-6	9%	-9%	4%	-9%	-6%	-3%	9%
Cc1cccc(CSc2ncc(CO)n2Cc2ccc(F)cc2)c1	-23%	1	-34%	-2%[60.1 µM]	-23%	-9%	·	?	4%

# These rows are one share of the data; rates above refer to the full screens.
